High-throughput results as filed in PubChem BioAssay.
PABP1 MLLE inh: inhibitors of PABP1 MLLE–PAM2 peptide binding, primary screen, biochemical, fluorescence polarization, FITC-PAM2, GST-MLLE. 360,000 compounds, 0.36% hits. AID 588489, 2011. Polyadenylate-binding protein 1 (Homo sapiens), P11940. inhibition, % at 20 µM; in the data active means inhibition above about 35%, passing the limit was not always enough;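 further: plate controls were DMSO wells with GST-MLLE for no effect and wells lacking GST-MLLE protein for full effect; some results filed as inactive read as strong as hits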
Rin1 Abl inh: inhibitors of Rin1-Abl protein binding, primary screen, biochemical, TR-FRET. Tyrosine-protein kinase ABL1 (Homo sapiens) + Ras and Rab interactor 1 (Homo sapiens), …. inhibition, % at 7.35 µM. 360,000 compounds, 0.4% hits. AID 588664, 2011; in the data active means inhibition above about 5%, passing the limit was not always enough
TbMetRS inhib: T. brucei MetRS inhibitors, primary screen, biochemical, luminescence; methionyl-tRNA synthetase (Trypanosoma brucei brucei); purified T. brucei MetRS, ATP depletion, Kinase-Glo luminescence; inhibition, % at 11.9 µM; 360,000 compounds, 0.4% hits; AID 624268, 2012;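 active means inhibition above a per-plate cutoff of the control wells' mean inhibition plus 3 SD, cut at about 5.5% in these data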;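 further: 0% = DMSO wells median and 100% = median of wells with control inhibitor compound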
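Assay system: T. brucei methionyl-tRNA synthetase, purified | Medium: HEPES buffer with MgCl2, KCl, DTT, spermine, BSA, pyrophosphatase | Compound: 11.9 µM single point | Incubation: 15 min enzyme-compound preincubation, 2 h reaction, 10 min detection, 25 °C | Measured by: Kinase-Glo luciferase luminescence reporting remaining unconsumed ATP | Measure: % inhibition normalized to control-well medians | Replication: Singlicate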
MsrA act: bovine MsrA enzyme activators, primary screen, biochemical, absorbance, HTS; Methionine sulfoxide reductase A (Bos taurus); purified bovine MsrA, absorbance read-out; activation, % at 10.6 µM; 360,000 compounds, 0.3% hits; in the data active means activation above about 7.5%;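 further: 0% = vehicle and 100% = reference activator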
Neddyl block: inhibitors of cullin neddylation, primary screen, biochemical, TR-FRET, uHTS, NAE and Ubc12. NEDD8-conjugating enzyme Ubc12 (Homo sapiens) + NEDD8-activating enzyme E1 regulatory …. calls only at 25 µM. 360,000 compounds, 0.58% hits. AID 651699, 2012; in the data active means inhibition above about 36%
MsrA inhibitor: bovine MsrA enzyme inhibitors, primary screen, biochemical, absorbance, HTS; inhibition, % at 15.5 µM; Methionine sulfoxide reductase A (Bos taurus); purified bovine MsrA, absorbance read-out; AID 651718, 2012; 360,000 compounds, 0.75% hits; in the data active means inhibition above about 4.5%;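 further: 0% = vehicle wells with enzyme and 100% = reference inhibitor wells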
FAS TE block: FAS thioesterase domain inhibitors, primary screen, biochemical, fluorescence intensity, uHTS; Fatty acid synthase (Homo sapiens), P49327; recombinant FAS-TE, OMFH fluorogenic substrate, fluorescence endpoint; inhibition, % at 15 µM; 360,000 compounds, 0.67% hits; AID 602261, 2012;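 active means compounds whose normalised, plate-corrected inhibition of enzyme fluorescence in the single-dose primary screen is 50% or more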;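 further: 0% = DMSO with enzyme and 100% = substrate without enzyme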
CSN deneddyl inh: inhibitors of CSN-mediated cullin deneddylation, primary screen, biochemical, fluorescence polarization, uHTS. AID 651999, 2013. 360,000 compounds, 0.38% hits. Purified CSN, SCF-Nedd8-OG deneddylation. inhibition, % at 12.5 µM;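 active means pattern-corrected inhibition above about 35%, with an unprinted fluorescence ratio check between 0.5 and 1.5, limit read from the data, passing the limit was not always enough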;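 further: 0% = enzyme with substrate and 100% = substrate without enzyme; some results filed as inactive read as strong as hits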
Target sequence (Q92905 whole entry, looked up, one chain of several): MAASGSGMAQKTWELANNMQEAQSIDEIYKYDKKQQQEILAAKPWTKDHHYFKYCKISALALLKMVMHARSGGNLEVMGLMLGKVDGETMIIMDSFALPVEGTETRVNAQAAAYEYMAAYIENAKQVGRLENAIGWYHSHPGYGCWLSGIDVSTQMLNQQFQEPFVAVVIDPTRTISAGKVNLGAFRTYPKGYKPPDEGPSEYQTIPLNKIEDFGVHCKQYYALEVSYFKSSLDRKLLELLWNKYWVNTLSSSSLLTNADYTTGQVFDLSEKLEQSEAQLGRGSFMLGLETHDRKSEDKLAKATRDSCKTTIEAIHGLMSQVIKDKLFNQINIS
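test system = HEK293T-derived human Csn5 enzyme | amount = 0.24 nM Csn5 enzyme, final concentration | medium = Tris/NaCl/DTT buffer, pH 7.5 | schedule = 90 min reaction at room temperature | signal = FP | evaluation = inhibition of Csn5 cleavage, % | compound dosing = single dose of 12.5 µM compound with 0.25% DMSO | probe or stimulus = 10 nM SCFSkp2-Nedd8OG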
E coli Lon inh: inhibitors of E. coli Lon protease, primary screen, biochemical, fluorescence polarization. P0A9M0. purified E. coli Lon protease. inhibition, % at 7.94 µM. 360,000 compounds, 0.42% hits; in the data active means inhibition above about 13%, passing the limit was not always enough;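 further: 0% = enzyme with probe and DMSO and 100% = no enzyme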
Target sequence (P0A9M0 whole entry, looked up): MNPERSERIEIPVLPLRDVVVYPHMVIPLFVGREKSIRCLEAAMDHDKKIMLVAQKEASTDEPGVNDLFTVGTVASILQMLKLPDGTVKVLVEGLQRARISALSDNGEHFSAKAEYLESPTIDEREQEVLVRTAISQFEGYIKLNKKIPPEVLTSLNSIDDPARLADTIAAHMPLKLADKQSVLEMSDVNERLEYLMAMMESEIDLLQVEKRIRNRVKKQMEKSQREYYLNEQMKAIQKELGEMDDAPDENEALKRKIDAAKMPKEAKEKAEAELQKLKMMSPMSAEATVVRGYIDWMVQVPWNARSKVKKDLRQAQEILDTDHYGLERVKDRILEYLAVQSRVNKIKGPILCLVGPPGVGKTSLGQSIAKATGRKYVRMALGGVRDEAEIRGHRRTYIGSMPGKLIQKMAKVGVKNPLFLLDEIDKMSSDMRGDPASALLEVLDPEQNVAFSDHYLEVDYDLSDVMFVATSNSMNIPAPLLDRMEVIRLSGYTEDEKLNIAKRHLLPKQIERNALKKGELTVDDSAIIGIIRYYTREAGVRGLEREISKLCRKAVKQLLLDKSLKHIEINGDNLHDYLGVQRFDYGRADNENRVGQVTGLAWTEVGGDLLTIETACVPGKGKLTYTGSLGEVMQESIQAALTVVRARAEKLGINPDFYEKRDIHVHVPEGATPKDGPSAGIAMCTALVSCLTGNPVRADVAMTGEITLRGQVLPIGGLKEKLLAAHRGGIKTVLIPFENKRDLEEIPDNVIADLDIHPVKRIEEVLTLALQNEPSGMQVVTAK
The depositor's hits bear a star; i = inactive; / = no result given; + = active, no number.

SMILES	PABP1 MLLE inh	Rin1 Abl inh	TbMetRS inhib	MsrA act	Neddyl block	MsrA inhibitor	FAS TE block	CSN deneddyl inh	E coli Lon inh
O=C(NC1CCCCC1)NS(=O)(=O)c1ccc2c(c1)CCC2	2	2	-0.2	-1	i	0.1	-5	2	-5
Cc1ccc(C(=O)COc2ccccc2N2C(=O)c3ccccc3C2=O)cc1	1	2	-1.2	-3	i	-0.3	12	2	-9
COc1cccc(C2C=C(c3cccs3)Nc3ncnn32)c1OC (centres undefined)	29	1	-0.3	-2	/	/	-6	-9	-7
CCOCCCN(C(=O)c1snc(C(N)=O)c1N)C(C(=O)NC1CCCC1)c1ccc(F)cc1 (centres undefined)	-3	2	-0.4	0	i	-0.3	-1	-1	-8
Cc1cc(C(=O)CSc2ccccc2)cc(C)c1O	26	-1	0.3	-2	i	1.0	8	2	-3
O=C(CSc1nccn1-c1cccc(Cl)c1)NO	6	-1	0.1	-5	i	0.3	-14	0	-2
Cn1cc(C(=O)N2CCCCCC2)c(=O)c2cc(S(=O)(=O)N3CCCCC3)ccc21	3	0	-0.5	4	i	4.5	-13	1	-7
O=C1CC(=O)N(CCc2ccccc2)C(=O)N1CCc1ccccc1	-30	-2	-0.3	-6	i	1.4	-1	0	-49
Cc1cc2c(cc1C)N[C@]1(C[C@H]3CCCC(=O)N4CC[C@@H](C1)[C@@H]34)C(=NC(C)(C)CC(C)(C)C)N2	-1	-1	-0.3	-1	i	-0.2	5	5	1
CCOc1ccc(C(=O)OCCN(C)C)cc1	5	-1	-1.1	-3	i	0.7	-6	7	-1
Cc1ccc(C(=O)Nc2cccc(-c3ccc(N4CCOCC4)nn3)c2)cc1	5	2	0.0	-10	i	1.5	-5	-2	-7
C/C(=N/NC(=O)OC(C)(C)C)c1ccco1	9	4	-0.2	-4	i	0.3	-8	1	2
COc1cc(S(=O)(=O)N2CCOCC2)ccc1NC(=O)COC(=O)c1ccc(Cl)nc1	15	0	-0.1	0	i	-0.8	0	2	3
CCOc1ccc(NC(=O)CCC(=O)c2ccc(OC)cc2)cc1	12	7	-1.4	-11	i	-0.5	-3	-3	7
Cc1cccc(NC(=S)N2CCN(c3ccccc3F)CC2)c1C	-91	5	-0.9	-4	i	-0.5	5	1	4
Cc1cc(COc2ccccc2)oc1C(=O)O	-1	-2	-0.7	-3	i	0.1	-5	3	-9
CN(C)S(=O)(=O)c1ccc(C(=O)NC(=O)CSc2ccccc2)cc1	19	2	0.3	-4	i	0.0	1	-2	-1
O=C1NC(=O)C2(COC(c3ccncc3)OC2)S1 (centres undefined)	-7	2	-0.9	-6	i	-0.4	-3	1	-3
O=C(CCl)NC(Cc1ccccc1)C(=O)OCC(=O)c1ccc(-c2ccccc2)cc1 (centres undefined)	-16	-2	-0.3	-4	i	-0.2	-2	-4	0
N#C/C(=C/c1ccccc1OCc1ccc(F)cc1)c1ccc(C(=O)O)cc1	-89	2	-0.6	-3	i	1.1	-2	-2	-6
COc1ccc(C(=O)NC2CC2)cc1OC1CCN(C/C=C/c2ccccc2)CC1	3	-1	-0.1	-3	i	-0.1	-6	-1	11
CCCOc1cccc(C2/C(=C(/O)c3ccc(F)cc3)C(=O)C(=O)N2CCN(C)C)c1 (centres undefined)	4	-1	0.0	-2	i	1.4	-5	1	7
CCOc1ccc(-c2cccc(NC(=O)COc3ccccc3)c2)nn1	2	1	0.2	8.8*	i	/	3	-2	0
CC/C=C/C(=O)N1CC2(CC(c3cccc(NC(=O)CCCCC)c3)=NO2)C[C@H]1C(N)=O (some centres undefined)	9	0	0.1	-2	i	0.1	-7	-1	-6
O=C(C1CCC1)N(CCc1ccccc1)Cc1nc2ccccc2c(=O)[nH]1	4	-3	-0.3	-3	i	0.7	1	-1	-1

The listing continues:
SMILES	PABP1 MLLE inh	Rin1 Abl inh	TbMetRS inhib	MsrA act	Neddyl block	MsrA inhibitor	FAS TE block	CSN deneddyl inh	E coli Lon inh
COc1cc(Cl)c(CN2CCC(CCC(=O)NC3CC3)CC2)cc1OC	-9	-2	-0.3	-2	i	-0.8	-4	-1	-4
O=C(CNCC1CCCO1)Nc1ccccc1-n1cccc1 (centres undefined)	-1	1	-0.2	-2	i	0.6	-6	7	-3
COc1cccc(CCc2nnc(CCC(=O)NC(C)c3c(C)nn(C)c3C)o2)c1 (centres undefined)	16	2	-0.4	-3	i	-0.3	-5	-1	-4
Cc1ccc(S(=O)(=O)Nc2nc(C)cc(NCCN)n2)cc1	7	1	-0.1	-11	i	-0.3	-12	-3	3
O=[N+]([O-])c1ccc(-c2cc(-c3ccc(Cl)cc3)n[nH]2)cc1	0	0	-1.0	-2	i	0.1	7	4	4
CC1(C)CC(NC(=O)C(=O)NCCc2ccccc2)CC(C)(C)N1	-4	-2	-0.5	-2	i	2.6	-6	-1	3
C/C(=N\NC(=O)C1(C)CC1(Br)Br)c1ccc(NC(=O)C2CCC2)cc1 (centres undefined)	-1	0	0.6	-3	i	0.7	-5	-1	-4
O=S1(=O)CC(N2CCN(CCO)CC2)CN1Cc1cn(Cc2cccc(Cl)c2)nn1 (centres undefined)	/	/	-1.0	-4	i	-0.2	-11	2	-10
COCCn1c(N)c(NCc2ccccc2)c(=O)[nH]c1=O	44*	-1	-0.5	-1	i	0.8	-7	-6	31*
Clc1ccccc1CSC1=NCCCN1	-11	-1	0.7	-2	i	0.1	-1	-1	-5
C=CCOC(=O)C1=C[C@H](c2coc3ccccc3c2=O)C[C@H](OCc2ccc(CO)cc2)O1	-4	0	-0.2	0	i	0.2	2	-6	-6
CN(CCNC(=O)C1CCCN(c2ncnc3c2nc2n3CCCCC2)C1)Cc1ccccc1 (centres undefined)	10	-1	-0.7	-6	i	-0.4	0	-1	16
COc1ccccc1CCC(=O)OCc1csc(CC(=O)Nc2ccccc2C)n1	-8	1	0.0	0	i	-0.7	8	8	5
CCOc1ccc(N2C(=O)C(=O)/C(=C(/O)c3ccccc3)C2c2ccccc2[N+](=O)[O-])cc1 (centres undefined)	17	-1	1.5	-3	i	2.5	0	3	0
COc1ccc2c(c1OC)C(=O)N(c1ccc(F)cc1)C2	-5	2	-1.2	-7	i	-1.6	1	3	7
COc1ccc(C2c3[nH]c4ccccc4c3CCN2CCCn2cccn2)cc1C (centres undefined)	-3	0	0.0	0	+	1.2	-4	-6	-1
CC1CCCC(C)N1CCCNC(=O)Cn1cc2c(n1)CCCC2 (centres undefined)	27	0	-0.8	-6	i	-0.9	-5	0	6
Cc1ccc(N=C2SCCCN2C(=O)C2=COCCO2)cc1Cl	29	0	-0.1	-5	i	0.9	-3	-1	-8
Cc1nc2ccccc2nc1CSc1nnc(N)s1	3	0	-1.1	2	i	0.9	-2	9	-7
Cn1c(NC(=O)C[n+]2cc(-c3ccccc3)n3c2CCC3)cc(=O)n(C)c1=O	-14	0	0.1	-1	i	0.8	-7	2	-3
NC(=O)c1ccsc1NC(=O)CSc1nnc2ccccn12	10	1	0.1	-1	i	1.4	-2	5	-3
Nc1ccc2ccc(O)cc2c1	-4	0	-0.1	-4	i	0.3	-4	8	-5
COc1ccc(/C=N\NC(=O)C2COc3ccccc3O2)cc1O (centres undefined)	1	-1	1.0	-3	i	0.6	3	1	-1
COc1ccc2nc(/N=C/c3cccc(OC)c3O)sc2c1	10	1	0.0	-2	i	-0.9	-5	6	-6
CCN1CCN(C(=O)c2ccc3c(=O)n(CCC4=CCCCC4)c(=O)[nH]c3c2)CC1	-3	0	-0.5	0	i	0.4	0	1	5

5 neighbouring compounds out of the list so far:
SMILES	PABP1 MLLE inh	Rin1 Abl inh	TbMetRS inhib	MsrA act	Neddyl block	MsrA inhibitor	FAS TE block	CSN deneddyl inh	E coli Lon inh
COc1cc(Cl)c(CN2CCC(CCC(=O)NC3CC3)CC2)cc1OC	-9	-2	-0.3	-2	i	-0.8	-4	-1	-4
O=C(CNCC1CCCO1)Nc1ccccc1-n1cccc1 (centres undefined)	-1	1	-0.2	-2	i	0.6	-6	7	-3
COc1cccc(CCc2nnc(CCC(=O)NC(C)c3c(C)nn(C)c3C)o2)c1 (centres undefined)	16	2	-0.4	-3	i	-0.3	-5	-1	-4
Cc1ccc(S(=O)(=O)Nc2nc(C)cc(NCCN)n2)cc1	7	1	-0.1	-11	i	-0.3	-12	-3	3
O=[N+]([O-])c1ccc(-c2cc(-c3ccc(Cl)cc3)n[nH]2)cc1	0	0	-1.0	-2	i	0.1	7	4	4

(continued)
SMILES	PABP1 MLLE inh	Rin1 Abl inh	TbMetRS inhib	MsrA act	Neddyl block	MsrA inhibitor	FAS TE block	CSN deneddyl inh	E coli Lon inh
Cc1ccc(N2CCC(N3CCN(C4CCCCC4)C(CCO)C3)CC2)cc1 (centres undefined)	-7	5	-0.3	-3	i	-1.0	-7	5	2
Fc1ccc(N2Cc3ccsc3C=N2)cc1	2	-2	0.1	-4	i	2.1	-6	0	4
Cc1nn(C)c(C(=O)N2CCc3ccccc32)c1Br	9	-1	0.3	-1	i	-0.2	-9	-6	9
C[C@H](NC(=O)c1nc[nH]c1C(=O)N[C@@H](C)c1ccccc1)c1ccccc1	2	-1	-0.2	0	i	1.9	9	2	6
CCCn1c2ccccc2c2nc3ccccc3nc21	23	0	-0.2	-5	/	2.9	14	-1	-7
Cc1nc2ncnn2c(C)c1CCC(=O)NCCc1ccccc1	7	3	-1.0	-6	i	-0.2	-6	2	-4
CCC1(c2ccc(F)cc2)NC(=O)N(CC(=O)Nc2ccc(N3CCCCC3)cc2)C1=O (centres undefined)	-2	-1	-0.4	0	i	0.8	-2	-1	-14
O=C(CSc1nnnn1C1CCCCC1)NCc1cccc(C(=O)O)c1	1	-3	-0.2	-2	i	0.4	-7	0	6
Cc1oc(-c2ccccc2F)nc1CN1CCC(C(=O)NCc2cccnc2)CC1	-2	-4	-0.2	-1	i	-0.2	-4	8	-13
O=C(Nc1cccc(Cl)c1)c1cccc(Oc2ccc([N+](=O)[O-])cc2Cl)c1	-8	-4	-2.1	-10	i	0.2	25	1	2
CCC1CCCCN1C(=O)COc1ccccc1NC(C)=O (centres undefined)	-86	5	-1.4	-8	i	2.0	-6	-2	-5
CCC(C)OC(=O)C1=C(C)OC23OC(N)=C(C#N)C12C(=O)c1ccccc13 (centres undefined)	5	2	-1.3	-5	i	0.8	6	1	-10
Cc1ccccc1Nc1nnc(SCC(=O)c2cc3ccccc3o2)s1	-24	-1	0.3	-2	i	0.6	15	3	-3
CC(=O)CC(C)(C)Nc1nc2ccc([N+](=O)[O-])cc2o1	18	1	-0.5	-12	i	1.8	0	4	9
Cc1ccc(-n2c(-c3cnccn3)n[nH]c2=S)cc1	-24	3	-0.5	3	i	2.4	-3	0	-1
c1ccc(-[n+]2nc(Nc3cccc4ccccc34)sc2-c2c3ccccc3cc3ccccc23)cc1	-25	3	-0.1	-3	i	/	-152	-1	5
COc1cccc(C(=O)NNC(=O)/C=C/c2ccccc2)c1	0	0	-0.4	-2	i	0.5	-4	2	-1
